Polio RdRp inh – poliovirus RdRp elongation inhibitors, primary screen, biochemical, fluorescence polarization, total intensity | AID 588519, 2011 | % elongation, % (compound at 16.7 µg/mL) | Genome polyprotein (Poliovirus type 1 (strain Mahoney)), P03300 | 0.66% of 150,000 active | poliovirus polymerase elongation; active compounds read low; in the data active means % elongation below about 90%; further: some results filed as inactive read as strong as hits
Target sequence (P03300 1749-2209 limits assumed): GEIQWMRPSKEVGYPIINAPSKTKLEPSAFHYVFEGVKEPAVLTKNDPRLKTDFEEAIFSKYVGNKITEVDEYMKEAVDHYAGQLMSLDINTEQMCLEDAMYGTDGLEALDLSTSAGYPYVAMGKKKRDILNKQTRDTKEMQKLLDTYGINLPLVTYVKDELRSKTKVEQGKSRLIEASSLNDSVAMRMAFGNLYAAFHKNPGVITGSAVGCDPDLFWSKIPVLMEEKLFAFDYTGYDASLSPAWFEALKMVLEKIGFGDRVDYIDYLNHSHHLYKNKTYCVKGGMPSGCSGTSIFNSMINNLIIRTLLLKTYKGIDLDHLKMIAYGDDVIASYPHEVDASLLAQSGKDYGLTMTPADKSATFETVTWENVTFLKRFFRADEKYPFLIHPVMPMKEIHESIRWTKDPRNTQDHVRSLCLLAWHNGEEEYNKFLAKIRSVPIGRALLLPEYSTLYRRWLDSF
Polio RdRp inh FP z-score – also measured in Polio RdRp inh; calls as there; z-score; measured here: FP z-score; hits read low
An asterisk follows results filed as active; & = joins results of further samples. This is a subset; rates above refer to the full screens.

SMILES,Polio RdRp inh,Polio RdRp inh FP z-score
CC(C)CN1C(=O)N(c2ccccc2)C(n2oc(=O)n(-c3ccccc3)c2=O)C1(C)C (configuration not stated),98.0,-0.2
Cc1ccc(OCC(=O)Nc2sc3c(c2C(N)=O)CCCC3)c(C(C)(C)C)c1,108.0,0.7
CNC(=O)CN(c1ccc(Cl)cc1Cl)S(C)(=O)=O,99.0,-0.7
COc1ccc(C(CC(=O)Nc2cc(Cl)c(OC)cc2OC)N2Cc3ccccc3C2=O)cc1 (configuration not stated),100.0,-1.2
C=CCN1CCN(C(=O)c2ccc(Br)cc2)CC1,107.0,2.5
COC(=O)c1cc(C)nc2c1c(C)nn2-c1ccccc1Cl,99.0,-0.6
CCOC(=O)c1sc(=NC(C)=O)n(C)c1C,101.0,0.3
O=C(NCC(c1cccs1)N1CCOCC1)C(F)(F)F (configuration not stated),101.0,-0.4
Clc1ccc(-c2ccc(-c3nn4c(Cc5ccccc5)nnc4s3)o2)cc1,98.0,-0.7
CC1(C)CCC(C)(C)c2cc(C(=O)Nc3ccc(C(=O)O)cc3)ccc21,101.0&103.0,0.1&0.8

The final three entries of the section above are carried over, then new ones follow:
SMILES,Polio RdRp inh,Polio RdRp inh FP z-score
O=C(NCC(c1cccs1)N1CCOCC1)C(F)(F)F (configuration not stated),101.0,-0.4
Clc1ccc(-c2ccc(-c3nn4c(Cc5ccccc5)nnc4s3)o2)cc1,98.0,-0.7
CC1(C)CCC(C)(C)c2cc(C(=O)Nc3ccc(C(=O)O)cc3)ccc21,101.0&103.0,0.1&0.8
CC1=C2[C@H]3OC(=O)[C@@H](C)[C@@H]3CC[C@@]2(C)C=CC1=O,100.0,0.1
CCc1nnc(SCC(=O)Nc2ccccc2Cl)nc1CC,110.0,0.6
CCOC(=O)c1cc(S(=O)(=O)Nc2ccc(OC(F)(F)F)cc2)[nH]n1,98.0,-2
CCC(C)NC(=O)c1ccc(N(CC)CC)cc1 (configuration not stated),101.0,-0.2
CCc1ccccc1NC(=O)C1CCCN(c2ncnc3c2nc2n3CCCCC2)C1 (configuration not stated),102.0,0
CCOc1ccccc1C(=O)Nc1ccc(Cl)cc1,103.0,0.6
NC(=O)c1c(NC(=O)c2ccc3c(c2)S(=O)(=O)N=C2CCCCCN23)sc2c1CCC2,107.0,0.6
CCOCCCNc1ncnc2c1cnn2-c1ccc(F)cc1,101.0,0.2
O=C(CCS(=O)(=O)c1cccs1)Nc1ccc(C(=O)NCc2cccs2)cc1,103.0,0.7
COc1ccc(CNc2oc(/C=C/c3cccc(OC)c3)nc2C#N)cc1,112.0,0.9

The list goes on:
SMILES,Polio RdRp inh,Polio RdRp inh FP z-score
c1nc(N2CCCC2)c2nc3n(c2n1)CCCCC3,103.0,-0.2
CC(=O)Nc1nonc1-c1nnc(SCC(=O)Nc2cc(C)cc(C)c2)n1C,106.0,-0.1
COc1ccccc1-c1nn2c(Cn3cnc4ccccc43)nnc2s1,97.0,-0.6
COc1cccc(N(Cc2nnc3n2CCCCC3)C(=O)Nc2cccc(Cl)c2)c1,105.0,-0.5
O=C(Nc1cccc(Cl)c1)C1=CC(=O)N2CCN=C2S1,100.0,-0.8
Cc1cc(C(=O)N/N=C\c2ccccc2)n[nH]1,98.0,-0.1
Brc1ccc(Nc2ncnc3ccccc23)cc1,112.0,1.3
CCOC(=O)c1c(C)oc2ncnc(Nc3ccc(F)cc3Cl)c12,99.0,-1.1
Cc1nc2ccc(S(=O)(=O)CCC(=O)N3CCN(Cc4ccccc4)CC3)cc2s1,103.0,0
COc1ccc(NC(=O)CCc2c(C)nc3cc(-c4cccc(F)c4)nn3c2C)cc1Cl,105.0,-0.7

(continued)
SMILES,Polio RdRp inh,Polio RdRp inh FP z-score
Cc1c(Cl)cccc1NC(=O)C(C)N(c1ccccc1)S(C)(=O)=O (configuration not stated),105.0,0.1
O=C1/C(=C/N2CCCCC2)Nc2ccccc21,100.0,-0.1
O=c1cccc2n1CC1CC2CN(c2ccc3nnc(-c4ccccc4)n3n2)C1 (configuration not stated),101.0,0.1
Cc1nn(C)c2ncc3c(=O)n(Cc4ccccc4Cl)n(C)c3c12,101.0,-0.2
CCOC(=O)c1cccc(NC(=O)c2ccc3c(Cl)c4c(nc3c2)CCC4)c1,101.0,-1.6
O=C1c2ccccc2C(O)(c2ccccc2)N1c1ccc(N2CCOCC2)cc1 (configuration not stated),102.0,0.3
CCOC(=O)c1c(C)[nH]c(C)c1S(=O)(=O)N1CCC(C(=O)Nc2cc(C)ccn2)CC1,109.0,0.2
O=C(Cn1nc(Cc2cccnc2)c2ccccc2c1=O)N1CCN(c2ccc(F)cc2)CC1,107.0,0.9
O=c1cc(-c2ccccc2)[nH]c(=S)[nH]1,102.0,0.1
C=CCn1cc(C(=O)NCC2CCCO2)c(=O)c2cc(S(=O)(=O)N(CC)CC)ccc21 (configuration not stated),100.0,-0.4

Reprinted from above, 7 compounds:
SMILES,Polio RdRp inh,Polio RdRp inh FP z-score
O=c1cccc2n1CC1CC2CN(c2ccc3nnc(-c4ccccc4)n3n2)C1 (configuration not stated),101.0,0.1
Cc1nn(C)c2ncc3c(=O)n(Cc4ccccc4Cl)n(C)c3c12,101.0,-0.2
CCOC(=O)c1cccc(NC(=O)c2ccc3c(Cl)c4c(nc3c2)CCC4)c1,101.0,-1.6
O=C1c2ccccc2C(O)(c2ccccc2)N1c1ccc(N2CCOCC2)cc1 (configuration not stated),102.0,0.3
CCOC(=O)c1c(C)[nH]c(C)c1S(=O)(=O)N1CCC(C(=O)Nc2cc(C)ccn2)CC1,109.0,0.2
O=C(Cn1nc(Cc2cccnc2)c2ccccc2c1=O)N1CCN(c2ccc(F)cc2)CC1,107.0,0.9
O=c1cc(-c2ccccc2)[nH]c(=S)[nH]1,102.0,0.1

Further compounds follow:
SMILES,Polio RdRp inh,Polio RdRp inh FP z-score
CSC1=NCCN1C(=O)Cc1ccccc1,102.0,0.5
c1ccc2c(c1)nc(NC1CCCCC1)c1nnnn12,101.0,-0.2
Cn1nnnc1SCC(=O)Nc1ccc(C(=O)NCc2ccc3c(c2)OCO3)cc1,99.0,-0.2
O=C(Cn1ncc2ccsc2c1=O)NCCN1CCN(Cc2ccccc2)CC1,101.0,-1.1
COc1ccc(C(=O)SC2=NCCS2)cc1,100.0,-0.3
O=c1cc(-c2ccccc2)nc2scc(-c3ccc(Cl)cc3)n12,109.0,0.6
CCOC(=O)c1sc(NC(=O)/C=C/c2ccc(Cl)cc2)cc1C,102.0,0.3
CCC(=O)OCCNc1nc(-c2ccccc2)nc2ccccc12,102.0,0.4
COc1cc(/C=N/N(C)C)ccc1OC(=O)c1cccs1,101.0,-0.3
CCOc1ccc(N2C(=O)/C(=C/c3ccc(OC)c(O)c3)N(C)C2=S)cc1,104.0,0.3

(further entries)
SMILES,Polio RdRp inh,Polio RdRp inh FP z-score
O=S(=O)(Nc1cccnc1)c1ccc(Oc2ccccc2)cc1,104.0,0.5
Cc1cc(=O)[nH]c(=O)[nH]1,107.0,0.1
CC(=O)Nc1ccc(NC(NC(=O)c2ccco2)C(=O)c2ccc(Cl)cc2)cc1 (configuration not stated),105.0,1.2
COCc1cc(C)c2c(n1)sc1c2nc(C)n2c3ccccc3nc12,97.0,-0.4
COc1ccc(OCCn2c(=O)oc3ccccc32)cc1,102.0,-0.6
CCOC(=O)c1c(C)[nH]c(C)c1S(=O)(=O)NCC(=O)N(C)c1ccc(C)c(C)c1,107.0,0
Cc1ccc(CN(C(=O)COc2cccc([N+](=O)[O-])c2)c2ccccn2)cc1,112.0,0.4
O=C(c1ccc2c(c1)N(Cc1ccc(F)cc1)CCS2)N1CCN(c2ccccc2)CC1,105.0,0.1
c1ccc(CSc2nnc(-c3ccccc3)o2)cc1,103.0,0.2
COc1ccc(Cl)cc1NC(=O)c1cn(C2CCCCC2)c(=O)c2c1c1ccccc1n2C,110.0,-0.5

Next section:
SMILES,Polio RdRp inh,Polio RdRp inh FP z-score
Cc1cccn2c(=O)cc(COc3ccc(NC(=O)c4cccc(F)c4)cc3)nc12,105.0,-0.2
C=CCn1c(-c2ccccc2)csc1=Nc1ccc(O)cc1,100.0,-0.6
CC1(C)OC(=O)C(=CNc2ncccn2)C(=O)O1,102.0,0.1
Cc1cc(C)c(-n2c(SCC(=O)c3ccc(C#N)cc3)n[nH]c2=O)c(C)c1,106.0,0.3
CCc1ccc(C2CC(=O)c3c([nH]c(C(=O)OCC4CCCCC4)c3C)C2)cc1 (configuration not stated),109.0,1
Cc1ccc(-c2noc(CNC(=O)COc3cc(C)c(Br)c(C)c3)n2)cc1,108.0,0.1
COc1cccc(CNc2ncc(-c3ccccc3)n2C)c1,103.0,0.8
Cc1n[nH]c(C)c1NC(=O)CSc1ccc(F)cc1,108.0,0.6
NC(=O)COC(=O)CSc1cccc2cccc(Cl)c12,100.0,-0.8
CCc1nn2c(=O)cc(COC(=O)C(CC)c3ccccc3)nc2s1 (configuration not stated),107.0,0.3

The list goes on.
SMILES,Polio RdRp inh,Polio RdRp inh FP z-score
COC(=O)c1cc(-c2c(C)oc3cc(OC(C)=O)ccc3c2=O)c(C)o1,107.0,0.5
O=C(c1ccc(F)cc1F)N1CCC(c2noc(-c3ccc(S(=O)(=O)N4CCCC4)cc3)n2)CC1,109.0,0.5
O=S(=O)(Nc1ccc(F)cc1)c1ccc(-n2cccn2)cc1,105.0,1.1
O=C(Cn1ncc2c(=O)oc3ccccc3c21)N1CCCc2ccccc21,103.0,0.7
Cn1ccnc1SCC(=O)Nc1cc(Cl)ccc1Cl,106.0,0.3
CC1CCCC/C1=N/NC(=O)CNc1ccc(Cl)cc1 (configuration not stated),99.0,-0.5
CC(C)CC(C)c1cc(N)nc2nc3ccccc3n12 (configuration not stated),102.0,0.2
Cc1ccc(-n2nc(C)c(C3(O)C(=O)N(C)c4ccccc43)c2N)cc1 (configuration not stated),100.0,-0.3
COc1ccc(-c2ccc(=O)n(CC(=O)NCCc3ccccc3)n2)cc1,100.0,-1
CCN(CC)c1nc2n(c(=O)n1)CCO2,100.0,-0.1

Further compounds:
SMILES,Polio RdRp inh,Polio RdRp inh FP z-score
O=C(NCC(=O)N1CCN(c2cccc(C(F)(F)F)c2)CC1)c1ccccc1,102.0,-0.1
CCOC(=O)c1c(C)c(-c2ccccc2)n(CC(=O)NCc2cccs2)c1C,99.0,-0.8
c1ccc(N=c2scc(-c3cccs3)n2N=C2CCCC2)cc1,116.0,1.2
O=C(Nc1ccon1)c1cc(-c2ccccc2)nc2ccccc12,101.0,0.1
CCc1ccc(OC(C)C(=O)N(Cc2ccccc2)C2CCS(=O)(=O)C2)cc1 (configuration not stated),103.0,0.3
COc1ccc2c(c1)N(C(=O)NC1CCCCC1)C(C)(C)CC2C (configuration not stated),99.0,-0.2
COc1ccc(C(CNC2CC3CC=CC32)N(C)C)cc1OC (configuration not stated),98.0,-0.4
O=C(O)c1cccc2cccc(S(=O)c3cccc4cccc(CO)c34)c12 (configuration not stated),99.0,-0.7
CC(C)Cn1c(SCC(=O)c2ccc3c(c2)NC(=O)CO3)nc2ccccc2c1=O,101.0,-0.2
CCOC(=O)c1ccc(NC(=O)CN2C(=O)COc3ccc(Cl)cc32)cc1,106.0,0.5

The listing continues:
SMILES,Polio RdRp inh,Polio RdRp inh FP z-score
CC1Cc2ccccc2N1C(=O)COC(=O)/C=C/c1ccc2c(c1)OCO2 (configuration not stated),111.0,1.1
O=C(O)c1sc(=S)sc1C(=O)O,97.0,-0.3
O/N=C(/c1ccccc1)c1ccccn1,103.0,0.2
CC1(c2ccc(Cl)cc2Cl)OCC(Cn2cncn2)O1 (configuration not stated),100.0,-0.1
CCOC(=O)c1ccc(N2CCN(c3ccccc3F)CC2)c(NC(=O)Nc2ccc(CC)cc2)c1,103.0,0.6
C=CCN=CC1=C(O)CCCC1=O,104.0,-0.3
Cc1cccc(C(=O)OCC(=O)Nc2ccc(Cl)cc2)c1,101.0,-0.5
O=C(Nc1cccc(C(=O)NC2CC2)c1)c1cccc(-n2cccc2)c1,97.0,-0.4
COc1ccc(C2=NN(S(C)(=O)=O)C(c3ccc(C)cc3)C2)cc1 (configuration not stated),109.0,1.8
N=C1C(c2nc3ccccc3c(=O)[nH]2)=C(O)CN1c1ccccc1,116.0,1.7

Following part.
SMILES,Polio RdRp inh,Polio RdRp inh FP z-score
CCOc1ccc2nc(N3CCCC(C(=O)NCCCN4CCN(CC)CC4)C3)sc2c1 (configuration not stated),100.0,-0.6
Cc1ccc(C)c(N2CCN(C(=O)CN3C(=O)COc4ccc(S(=O)(=O)N5CCCC5)cc43)CC2)c1,103.0,-0.6
CCOCC(=O)Nc1nnc(CC)s1,101.0,-0.2
CCCCOC(=O)Oc1cc2oc(=O)sc2cc1Br,92.0,-1.7
Cc1nn(-c2ccccc2)c(Cl)c1C(=O)NCCN(C)C,103.0,0.6
CCOC(=O)C(C)Sc1nnc(Cn2c(=O)sc3ccccc32)n1-c1cccc(Cl)c1 (configuration not stated),103.0,0.5
CCOC(=O)C1=NNCC1C(=O)OCC (configuration not stated),102.0,0.1
COC(=O)c1cc(-c2ccccc2)sc1NC(=O)C1CCCO1 (configuration not stated),85.0*,-2.8*
COc1cccc(CNC(=O)c2ccc3c(c2)sc2nc(-c4ccccc4)cn23)c1OC,107.0,0.3
O=C(CSc1nc2ccccc2[nH]1)NC1CCS(=O)(=O)C1 (configuration not stated),100.0,-0.3

(next part)
SMILES,Polio RdRp inh,Polio RdRp inh FP z-score
COc1ccc(CNCCN2CCOCC2)cc1,102.0,0.2
CC(CC(=O)N1CCN(C(=O)c2ccccc2)CC1)c1ccccc1 (configuration not stated),103.0,0.1
COc1ccc(N2CCN(CCCNC(=O)C3=C(C)C(=O)OC34CCCCC4)CC2)cc1,104.0,2
c1ccc(Cn2ncc3c(N4CCCCC4)ncnc32)cc1,102.0,0.2
CCC(C)NC(=O)Cn1c(=O)n(CCCCCC(=O)Nc2ccccc2)c(=O)c2sccc21 (configuration not stated),110.0,0.9
Cc1ccc(CNC(=O)CSc2c(C(C)C)cnc3c2c(=O)n(C)c(=O)n3C)cc1,110.0,0.4
Cc1ccc2nc(-c3ccc(NS(C)(=O)=O)cc3)sc2c1,103.0,0.1
COc1ccc(C2N(c3ccc(OC)cc3)C(=O)C3CCCN32)cc1 (configuration not stated),99.0,-0.5

From PubChem BioAssay
